# Compound activity deposited in PubChem by Broad Institute.
# Mtb BioA inh: inhibitors of Mycobacterium tuberculosis BioA enzyme; purified M. tuberculosis BioA enzyme, plate reader; inhibition, % at 9.99 µM; 360,000 tested, 0.096% active; AID 602481; in the data active = inhibition above about 40%
# Active calls of the source: *. A portion of the library. The share of hits here may be higher or lower than overall.
SMILES,Mtb BioA inh
C[C@@H]1CN([C@@H](C)CO)C(=O)c2cc(NS(=O)(=O)c3cccs3)ccc2O[C@H]1CN(C)CC1CCCCC1,-1.9
C[C@@H]1CN([C@@H](C)CO)C(=O)c2cc(C#Cc3ccccc3F)cnc2O[C@@H]1CN(C)C(=O)C1CCOCC1,-4.7
C[C@@H]1CN([C@H](C)CO)C(=O)c2cc(C#CC3(O)CCCC3)cnc2O[C@@H]1CN(C)S(=O)(=O)c1ccc(F)cc1,-0.5
C[C@@H]1CN([C@@H](C)CO)C(=O)c2cc(NS(=O)(=O)c3ccc(Cl)cc3)ccc2O[C@H]1CN(C)Cc1ccc2c(c1)OCO2,-2.4
CC(C)NC(=O)NCC[C@@H]1CC[C@@H](NC(=O)c2ccc(F)cc2)[C@@H](CO)O1,-1.8
O=C(C1CCOCC1)N1C[C@H]2[C@@H](c3ccccc31)[C@@H](CO)N2Cc1ccccc1F,3.9
O=C(CN1CCOCC1)N1CCCCN2[C@H](C1)[C@@H](c1ccc(Br)cc1)[C@@H]2CO,-0.8
COCC(=O)Nc1ccc2c(c1)C(=O)N(C)C[C@@H](OC)[C@H](C)CN(CCC(F)(F)F)[C@H](C)CO2,-1.5
COc1ccc(S(=O)(=O)N(C)C[C@H]2OCCCC[C@H](C)Oc3ccc(NS(=O)(=O)c4cn(C)cn4)cc3C(=O)N([C@@H](C)CO)C[C@H]2C)cc1,0.4
COc1cccc(S(=O)(=O)N[C@@H]2C=C[C@H](CC(=O)NC3Cc4ccccc4C3)O[C@H]2CO)c1,-1.4
CCCC(=O)Nc1ccc2c(c1)C(=O)N(C)[C@@H]1CC[C@@H](CC(=O)Nc3ccccc3)O[C@@H]1CO2,0.5
O=C(C[C@@H]1CC[C@H]2[C@@H](COC[C@H](O)CN2CCC(F)(F)F)O1)NCc1ccc2c(c1)OCO2,-0.4

# A stretch from the list above, as a working copy:
SMILES,Mtb BioA inh
CCCC(=O)Nc1ccc2c(c1)C(=O)N(C)[C@@H]1CC[C@@H](CC(=O)Nc3ccccc3)O[C@@H]1CO2,0.5
O=C(C[C@@H]1CC[C@H]2[C@@H](COC[C@H](O)CN2CCC(F)(F)F)O1)NCc1ccc2c(c1)OCO2,-0.4

# (more compounds)
SMILES,Mtb BioA inh
Cn1cnc(S(=O)(=O)N[C@H]2C=C[C@H](CC(=O)N3CCN(c4ccccc4)CC3)O[C@H]2CO)c1,-1.8
CCCC(=O)Nc1ccc2c(c1)C(=O)N(C)[C@@H]1CC[C@@H](CC(=O)N3CCc4ccccc4C3)O[C@H]1CO2,-7.9
C[C@@H]1CN([C@@H](C)CO)C(=O)c2cccc(NS(C)(=O)=O)c2O[C@H]1CN(C)C(=O)Nc1ccc(C(F)(F)F)cc1,-1.5
CN(C)C(=O)C[C@H]1C[C@@H]2c3cc(NC(=O)CC4CC4)ccc3O[C@@H]2[C@@H](CO)O1,0.5
C[C@H]1CN([C@@H](C)CO)C(=O)Cc2cc(NS(C)(=O)=O)ccc2O[C@H]1CN(C)S(=O)(=O)c1ccc(Cl)cc1,0.9
O=C(C[C@H]1CC[C@H]2[C@@H](COC[C@@H](O)CN2Cc2ccccc2)O1)N1CCOCC1,-0.8
CC(C)NC(=O)N[C@H]1CC[C@H](CCNS(=O)(=O)c2ccc(F)cc2)O[C@@H]1CO,3.0
N#C[C@H]1[C@H](c2ccc(-c3cccc(F)c3)cc2)[C@@H](CO)N1C(=O)c1cccnc1,10.1
CC(C)NC(=O)N(C)C[C@H]1Oc2c(NC(=O)Nc3ccc4c(c3)OCO4)cccc2C(=O)N([C@H](C)CO)C[C@H]1C,1.5
COCC(=O)Nc1ccc2c(c1)C(=O)N(C)[C@@H]1CC[C@H](CC(=O)NC3CCCC3)O[C@@H]1CO2,3.1
O=C(CN1CCOCC1)N1CCCCN2[C@H](CO)[C@H](c3ccc(-c4ccccc4F)cc3)[C@H]2C1,2.3
C[C@@H]1CN([C@@H](C)CO)C(=O)Cc2cc(NS(=O)(=O)c3cccs3)ccc2O[C@H]1CN(C)Cc1ccc(Cl)c(Cl)c1,-0.4
CC(C)CC#Cc1cnc2c(c1)C(=O)N([C@H](C)CO)C[C@H](C)[C@@H](CN(C)C(=O)Nc1cc(F)ccc1F)O2,0.2
Cc1noc(C)c1NC(=O)N[C@H]1CC[C@@H](CCNC(=O)C2CCOCC2)O[C@@H]1CO,-4.7
C[C@H](CO)N1C[C@H](C)[C@H](CN(C)CC2CC2)Oc2ccc(NC(=O)Nc3ccccc3)cc2CC1=O,1.5
C[C@H]1CCCCO[C@H](CN(C)Cc2ccncc2)[C@@H](C)CN([C@@H](C)CO)C(=O)c2cc(NC(=O)C3CCCCC3)ccc2O1,0.6
CCCN(C)C[C@@H]1Oc2cc(C#CC(C)(C)O)ccc2S(=O)(=O)N([C@@H](C)CO)C[C@@H]1C,-0.8
Cc1noc(C)c1NC(=O)Nc1ccc2c(c1)CC(=O)N([C@H](C)CO)C[C@H](C)[C@H](CN(C)Cc1ccc3c(c1)OCO3)O2,-1.5
CCCNC(=O)N(C)C[C@@H]1Oc2cc(C#C[C@@H](C)O)ccc2S(=O)(=O)N([C@H](C)CO)C[C@@H]1C,0.5
CC(C)NC(=O)N(C)C[C@H]1Oc2ncc(C#CC3CCCCC3)cc2C(=O)N([C@H](C)CO)C[C@@H]1C,-0.2
O=C(C[C@H]1C=C[C@@H](NC(=O)Nc2ccc(F)cc2)[C@@H](CO)O1)NCc1ccccn1,-1.1
C[C@@H]1CCCCO[C@@H](CN(C)C(=O)NC2CCCCC2)[C@H](C)CN([C@H](C)CO)C(=O)c2cc(NC(=O)CCC(F)(F)F)ccc2O1,2.3
CO[C@@H]1CN(C)C(=O)c2cc(NC(=O)Nc3ccccc3Cl)ccc2OC[C@H](C)NC[C@H]1C,0.3
COc1ccccc1S(=O)(=O)N(C)C[C@H]1Oc2cc(C#CCC3CCCC3)ccc2S(=O)(=O)N([C@H](C)CO)C[C@@H]1C,-0.7
C/C=C/c1cnc2c(c1)C(=O)N([C@H](C)CO)C[C@H](C)[C@H](CN(C)C(=O)c1cnccn1)O2,-1.3
COCC(=O)Nc1ccc2c(c1)OC[C@@H](C)N(C(=O)c1ccccc1F)C[C@@H](C)[C@@H](OC)CN(C)C2=O,-1.8
C[C@@H]1CN([C@H](C)CO)C(=O)c2cccc(NS(=O)(=O)c3cn(C)cn3)c2O[C@@H]1CN(C)Cc1ccncc1,-2.2
C[C@@H]1CN([C@H](C)CO)C(=O)c2ccccc2-c2ccccc2CO[C@H]1CN(C)S(=O)(=O)c1cccc(F)c1,-0.8
CCCN(C)C[C@@H]1Oc2cc(C#Cc3ccncc3)ccc2S(=O)(=O)N([C@H](C)CO)C[C@@H]1C,-2.7
COc1cccc(S(=O)(=O)Nc2ccc3c(c2)[C@H]2C[C@H](CC(=O)N(C)C)O[C@@H](CO)[C@H]2O3)c1,-0.8
Cc1noc(C)c1S(=O)(=O)Nc1ccc2c(c1)C(=O)N([C@@H](C)CO)C[C@@H](C)[C@@H](CN(C)S(=O)(=O)c1ccc(F)cc1)OCCCC[C@H](C)O2,-0.3
C[C@@H]1CN([C@@H](C)CO)C(=O)c2cc(NC(=O)c3ccncc3)ccc2O[C@@H](C)CCCCO[C@H]1CN(C)S(=O)(=O)c1ccc(F)cc1,-3.1
C[C@@H]1CN([C@H](C)CO)C(=O)c2cc(NC(=O)C3CCCCC3)ccc2O[C@@H](C)CCCCO[C@@H]1CN(C)S(=O)(=O)c1ccccc1,-3.9
C[C@@H]1CN([C@H](C)CO)C(=O)c2cc(NC(=O)C3CC3)ccc2O[C@H]1CN(C)Cc1ccccc1,-0.6
O=S(=O)(NCC[C@@H]1CC[C@@H](NS(=O)(=O)c2ccccc2Cl)[C@@H](CO)O1)c1ccc(Cl)cc1,-1.7
C[C@@H]1CN([C@@H](C)CO)C(=O)Cc2cc(NC(=O)c3ccncc3)ccc2O[C@@H]1CN(C)CC1CCCCC1,0.3
CN(C)CC(=O)Nc1ccc2c(c1)[C@H]1C[C@H](CC(=O)NCC3CC3)O[C@@H](CO)[C@H]1O2,-1.2
CCC(=O)N1C[C@@H](C)[C@H](OC)CN(C)C(=O)c2cc(NC(=O)COC)ccc2OC[C@H]1C,0.5
COc1cccc(NC(=O)Nc2ccc3c(c2)C(=O)N(C)[C@@H]2CC[C@H](CC(=O)NCCc4ccccc4)O[C@H]2CO3)c1,-2.1
Cc1noc(C)c1NC(=O)N[C@H]1C=C[C@H](CC(=O)NCc2ccc(Cl)c(Cl)c2)O[C@H]1CO,2.1
CN1C(=O)c2cc(NC(=O)c3cscn3)ccc2OC[C@H]2O[C@@H](CC(=O)N3CCOCC3)CC[C@H]21,-2.8
O=C(C[C@@H]1CC[C@H](NC(=O)C2CC2)[C@H](CO)O1)NCc1ccncc1,0.0
C[C@@H]1CCCCO[C@@H](CN(C)C(=O)c2ccccc2)[C@@H](C)CN([C@@H](C)CO)C(=O)c2cc(NS(=O)(=O)c3cn(C)cn3)ccc2O1,-0.2
COCC(=O)NC[C@H]1[C@H](c2ccc(-c3ccccc3)cc2)[C@@H](CO)N1C(C)=O,-5.4
CO[C@H]1CN(C)C(=O)c2ccc(NC(=O)c3cnccn3)cc2OC[C@H](C)N(CCc2ccccc2)C[C@H]1C,2.5
C[C@@H]1CCCCO[C@H](CN(C)CC2CCCCC2)[C@H](C)CN([C@@H](C)CO)C(=O)c2cc(NS(=O)(=O)c3ccc(F)cc3)ccc2O1,8.3
CC(C)CC#Cc1cnc2c(c1)C(=O)N([C@H](C)CO)C[C@@H](C)[C@H](CN(C)C(=O)Nc1ccccc1F)O2,2.2
C[C@@H]1CN([C@@H](C)CO)S(=O)(=O)c2ccc(C#Cc3ccccc3)cc2O[C@@H]1CN(C)S(=O)(=O)c1cn(C)cn1,-1.6
Cc1ccccc1-c1ccc([C@H]2[C@@H](CO)N3CCCCN(CC4CC4)C[C@@H]23)cc1,-4.0
C[C@@H]1CN([C@@H](C)CO)C(=O)c2cc(N(C)C)ccc2O[C@H]1CN(C)C(=O)Nc1ccc(F)cc1,-0.9
N#C[C@H]1[C@H](c2ccc(-c3cccc(F)c3)cc2)[C@@H](CO)N1S(=O)(=O)c1cccc(F)c1,-1.1
O=C(c1ccccn1)N1C[C@@H]2[C@H](c3ccccc31)[C@H](CO)N2C(=O)c1ccccn1,-2.9
C[C@@H]1CN([C@@H](C)CO)C(=O)c2cc(C#CCN(C)C)cnc2O[C@@H]1CN(C)C(=O)NC1CCCC1,1.3
CN(C)C(=O)[C@H]1[C@H](CO)[C@H]2Cn3c(ccc(-c4ccncc4)c3=O)[C@H]2N1Cc1ccccc1,-0.7
CCCNC(=O)N1[C@@H](CO)[C@@H](c2ccc(C3=CCCC3)cc2)[C@@H]1CNC(C)=O,0.8
C[C@@H]1CN([C@@H](C)CO)C(=O)c2cc(NC(=O)CCN3CCOCC3)ccc2O[C@H]1CN(C)C(=O)NC1CCCCC1,-4.1
CCNC(=O)C[C@@H]1CC[C@H]2[C@@H](COc3ccc(NC(=O)Nc4ccc(F)cc4)cc3C(=O)N2C)O1,-1.3
COc1ccc(NC(=O)N(C)C[C@@H]2OCCCC[C@H](C)Oc3ccc(NC(=O)Nc4ccc5c(c4)OCO5)cc3C(=O)N([C@@H](C)CO)C[C@@H]2C)cc1,-1.8
COCCNC(=O)C[C@H]1CC[C@@H]2[C@@H](COc3ccc(NC(=O)COC)cc3C(=O)N2C)O1,-0.8
COCC(=O)Nc1ccc2c(c1)C(=O)N(C)C[C@H](OC)[C@H](C)CN(Cc1cc(F)ccc1F)[C@@H](C)CO2,0.1

# The list continues.
SMILES,Mtb BioA inh
C[C@@H]1CN([C@H](C)CO)C(=O)c2cc(C3=CCCCC3)cnc2O[C@H]1CN(C)C(=O)CN1CCOCC1,2.1
O=C(NCC[C@H]1CC[C@H](NC(=O)C2CC2)[C@@H](CO)O1)c1cnccn1,-3.1
C[C@H](CO)N1C[C@H](C)[C@H](CN(C)C(=O)C2CCOCC2)Oc2ncc(-c3ccncc3)cc2C1=O,-0.5
CC(C)NC(=O)Nc1ccc2c(c1)C(=O)N([C@@H](C)CO)C[C@H](C)[C@@H](CN(C)Cc1ccc(C(=O)O)cc1)OCCCC[C@@H](C)O2,-1.8
COc1ccc(NC(=O)N[C@@H]2CC[C@H](CCNC(=O)c3ccccc3F)O[C@H]2CO)cc1,-1.6
O=C(c1ccccn1)N1CC[C@@H]2[C@H]1c1cc(-c3cccc(F)c3)ccc1N[C@@H]2CO,13.4
O=C(C[C@@H]1C[C@H]2c3cc(NC(=O)c4cccnc4)ccc3O[C@H]2[C@H](CO)O1)NCc1ccccc1,20.0
COc1cccc(S(=O)(=O)N2CC[C@@H]3[C@H]2c2cc(C#Cc4ccccc4)ccc2N[C@@H]3CO)c1,-1.8
O=C(C[C@@H]1CC[C@H]2[C@@H](COC[C@@H](O)CN2S(=O)(=O)c2cccc(F)c2)O1)Nc1ccc(-c2ccccc2)cc1,13.1
CC(C)CC#Cc1cnc2c(c1)C(=O)N([C@@H](C)CO)C[C@H](C)[C@H](CN(C)C(=O)Cc1cccnc1)O2,-0.8

# Grouped by structure, the entries above containing two or more sulfur atoms.
SMILES,Mtb BioA inh
C[C@@H]1CN([C@@H](C)CO)C(=O)c2cc(NS(=O)(=O)c3cccs3)ccc2O[C@H]1CN(C)CC1CCCCC1,-1.9
COc1ccc(S(=O)(=O)N(C)C[C@H]2OCCCC[C@H](C)Oc3ccc(NS(=O)(=O)c4cn(C)cn4)cc3C(=O)N([C@@H](C)CO)C[C@H]2C)cc1,0.4
C[C@H]1CN([C@@H](C)CO)C(=O)Cc2cc(NS(C)(=O)=O)ccc2O[C@H]1CN(C)S(=O)(=O)c1ccc(Cl)cc1,0.9
C[C@@H]1CN([C@@H](C)CO)C(=O)Cc2cc(NS(=O)(=O)c3cccs3)ccc2O[C@H]1CN(C)Cc1ccc(Cl)c(Cl)c1,-0.4
COc1ccccc1S(=O)(=O)N(C)C[C@H]1Oc2cc(C#CCC3CCCC3)ccc2S(=O)(=O)N([C@H](C)CO)C[C@@H]1C,-0.7
Cc1noc(C)c1S(=O)(=O)Nc1ccc2c(c1)C(=O)N([C@@H](C)CO)C[C@@H](C)[C@@H](CN(C)S(=O)(=O)c1ccc(F)cc1)OCCCC[C@H](C)O2,-0.3
O=S(=O)(NCC[C@@H]1CC[C@@H](NS(=O)(=O)c2ccccc2Cl)[C@@H](CO)O1)c1ccc(Cl)cc1,-1.7
C[C@@H]1CN([C@@H](C)CO)S(=O)(=O)c2ccc(C#Cc3ccccc3)cc2O[C@@H]1CN(C)S(=O)(=O)c1cn(C)cn1,-1.6
